Source: PubChem BioAssay
NS3h inh CB – hepatitis C NS3 helicase inhibition, primary screen; AID 687043; NS3h Cy5-dT15 DNA binding, fluorescence polarization; inhibition, % at 100 µM; 16,000 compounds, 1.6% hits;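 active = inhibition above the average over every tested compound plus 3 SD, cut at about 40% in these data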
Cy5 interf NS3h – Cy5 fluorescence interference, HCV helicase counter-screen | Cy5-dT15 DNA with NS3h; actives lie on both sides; signal over control mean, under 1 quenches | AID 720488 | fluorescence interference ratio at 100 µM | 16,000 compounds, 6% hits;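 active = compound fluorescence over control fluorescence at most 0.8, a quencher, or at least a set upper limit, an enhancer; inactive = ratio between 0.8 and the set upper limit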
* = called active by the depositor; & = joins results of further samples. A portion of the library; the hit share may differ from the screen's.

1) CCN1C(=O)C(=Cc2ccc(N(CC)CC)cc2)C(=O)N(CC)C1=S
2) COc1ccc(C(c2c(O)c3ccccc3oc2=O)c2c(O)c3ccccc3oc2=O)cc1COc1ccccn1
3) COc1ccccc1CN1CCN(Cc2cccc(F)c2)CC1
4) COc1ccccc1CNCCc1ccc(Cl)cc1
5) Cc1ccc(Sc2ccc(C=C3C(=O)N(C)C(=O)N(C)C3=O)o2)cc1
6) COc1ccc(OC)c(CN2CCNCC2)c1
7) O=Cc1cn(Cc2ccc(Cl)cc2Cl)c2ccccc12
8) COc1ccc(CCNCc2cccc(Br)c2)cc1OC
assay / entry,1,2,3,4,5,6,7,8
NS3h inh CB,55*,3,-9,-6,22,2,18,-6
Cy5 interf NS3h,2*,0.96,1,1.1,1,1.1,1,1.1

9) O=S(=O)(c1cc(Cl)c(O)c(Cl)c1)c1cc(Cl)c(O)c(Cl)c1
10) COc1ccc(C2c3c(c4ccccc4oc3=O)Oc3c2c(=O)oc2ccccc32)cc1
11) CCc1ccc(CN2CCN(C(=O)COc3ccc(Cl)cc3)CC2)cc1
12) CC(C)N1CCN(Cc2cc(Br)ccc2O)CC1
13) CC1=[N+]([O-])C(C(=O)c2ccccc2)N(O)C1(C)C (centres undefined)
14) O=[N+]([O-])c1ccc(N2CCCC2)c2ncccc12
15) Cc1ccc(-c2nc3ccccc3c(=O)n2-c2nccs2)cc1
16) O=c1oc2ccccc2c(O)c1C(c1cccc(F)c1)c1c(O)c2ccccc2oc1=O
assay / entry,9,10,11,12,13,14,15,16
NS3h inh CB,2&3,0,11,-13,2,30,19,1
Cy5 interf NS3h,1&0.84,0.98,0.98,0.95,1,0.96,1,0.95

17) CC(Cc1ccccc1)NC(=O)CN1CCCC1=O (centres undefined)
18) O=C1NC(=O)N(c2ccc(Cl)cc2)C(=O)/C1=C/c1ccccc1
19) O=C(CNC(=O)c1ccccc1Cl)Nc1ccc(Br)cc1C(=O)c1ccccc1
20) O=C(Nc1cccc2ccccc12)NC1CN2CCC1CC2 (centres undefined)
21) O=P(Oc1ccccc1)(Oc1ccccc1)OC1CCS(=O)(=O)C1 (centres undefined)
22) O=C1NC(=O)C(=Cc2ccc(-c3cc([N+](=O)[O-])ccc3O)o2)C(=O)N1
23) O=C1c2ccccc2C(=O)N1Cc1nc2ccccc2c(=O)n1-c1ccc(Br)cn1
24) COc1ccccc1/C=C1/C(=O)C2CCN1CC2
assay / entry,17,18,19,20,21,22,23,24
NS3h inh CB,14,-28,9,-1,-2,185*,7,4
Cy5 interf NS3h,1.1,0.97,1,1.1,1,1.7*,1,1.1

A few values from the entries so far:
Reading of cpd 18 under NS3h inh CB: -28
Reading of cpd 20 under Cy5 interf NS3h: 1.1
Reading of cpd 23 under NS3h inh CB: 7
Reading of cpd 24 under NS3h inh CB: 4
Reading of cpd 19 under Cy5 interf NS3h: 1
Reading of cpd 21 under NS3h inh CB: -2
Reading of cpd 17 under Cy5 interf NS3h: 1.1

The results go on.
25) CCCC1(c2ccccc2)C(=O)NC(=O)NC1=O
26) O=C1NC(=O)N(Cc2ccccc2)C(=O)/C1=C\C=C\c1ccco1
27) COc1cccc(CN2CCN(Cc3ccccc3OC)CC2)c1
28) COc1ccc(O)c(CN2CCN(Cc3cccc(Cl)c3)CC2)c1
29) Cc1ccc(N2C(=O)NC(=O)/C(=C\c3ccc(-c4ccc(Cl)c(C(=O)O)c4)o3)C2=O)cc1
30) COc1ccc(C(c2c(O)c3ccccc3oc2=O)c2c(O)c3ccccc3oc2=O)cc1CN1CCOCC1
31) Cc1ccc(C(=O)Nc2ccc(Cl)cc2C(=O)c2ccccc2)cc1[N+](=O)[O-]
32) C=CCOc1ccc(/C=C2\C(=O)NC(=O)N(CC=C)C2=O)cc1OC
assay / entry,25,26,27,28,29,30,31,32
NS3h inh CB,-1,22,-10,5,62*,0,5,19
Cy5 interf NS3h,1.1,0.96,1,0.93,0.99,0.95,0.93,1

33) O=Cc1cn(Cc2ccc(Cl)c(Cl)c2)c2ccccc12
34) COc1ccc(-c2ccc(C=C3C(=O)NC(=O)NC3=O)o2)c([N+](=O)[O-])c1
35) Cc1cccc(C)c1N1CCN(c2c(C)cccc2C)CC1
36) Cn1c(O)c(C(c2ccncc2)c2c(O)n(C)c(=S)n(C)c2=O)c(=O)n(C)c1=S
37) O=C(NC(Oc1ccccc1Br)C(Cl)(Cl)Cl)c1ccco1 (centres undefined)
38) Cc1ccc(C=C2C(=O)NC(=S)N(c3ccccc3F)C2=O)s1
39) O=c1oc2ccccc2c2c1C(c1ccc(Br)cc1)c1c(c3ccccc3oc1=O)O2
40) O=C1NC(=S)NC(=O)C1=Cc1ccc(OCc2ccccc2)c(OCc2ccccc2)c1
assay / entry,33,34,35,36,37,38,39,40
NS3h inh CB,-5,38,1,-4,7,42*,6,-2
Cy5 interf NS3h,0.94,0.44*,0.98,1.1,0.93,1.1,1,0.84

Pulled one by one from the entries so far:
37) O=C(NC(Oc1ccccc1Br)C(Cl)(Cl)Cl)c1ccco1 (centres undefined)
39) O=c1oc2ccccc2c2c1C(c1ccc(Br)cc1)c1c(c3ccccc3oc1=O)O2
38) Cc1ccc(C=C2C(=O)NC(=S)N(c3ccccc3F)C2=O)s1
34) COc1ccc(-c2ccc(C=C3C(=O)NC(=O)NC3=O)o2)c([N+](=O)[O-])c1
35) Cc1cccc(C)c1N1CCN(c2c(C)cccc2C)CC1
36) Cn1c(O)c(C(c2ccncc2)c2c(O)n(C)c(=S)n(C)c2=O)c(=O)n(C)c1=S
assay / entry,37,39,38,34,35,36
NS3h inh CB,7,6,42*,38,1,-4
Cy5 interf NS3h,0.93,1,1.1,0.44*,0.98,1.1

More results.
41) Cc1ccccc1CN1CCN(C(=O)COc2ccc(Cl)cc2)CC1
42) O=C1c2ccccc2C(=O)N1CC1CS1 (centres undefined)
43) CSc1ccc(CN2CCN(Cc3cccc(Cl)c3)CC2)cc1
44) Cc1ccccc1N1C(=O)NC(=O)/C(=C\c2cc(C)n(C)c2C)C1=O
45) Cc1ccc(C=C2C(=O)NC(=O)NC2=O)cc1[N+](=O)[O-]
46) CC1(C)C(C(=O)Nc2cccc3ccccc23)C1(C)C
47) Cc1c(C=O)c2ccccc2n1Cc1ccc(Cl)cc1
48) COc1ccc(-n2c(-c3ccccc3F)nc3ccccc3c2=O)cc1
assay / entry,41,42,43,44,45,46,47,48
NS3h inh CB,8,1,-8,4,34,28,5,-3
Cy5 interf NS3h,0.97,0.98,0.99,1.1,0.94,0.98,1,0.9

Molecules above that contain a nitro group on carbon:
14) O=[N+]([O-])c1ccc(N2CCCC2)c2ncccc12
22) O=C1NC(=O)C(=Cc2ccc(-c3cc([N+](=O)[O-])ccc3O)o2)C(=O)N1
31) Cc1ccc(C(=O)Nc2ccc(Cl)cc2C(=O)c2ccccc2)cc1[N+](=O)[O-]
34) COc1ccc(-c2ccc(C=C3C(=O)NC(=O)NC3=O)o2)c([N+](=O)[O-])c1
45) Cc1ccc(C=C2C(=O)NC(=O)NC2=O)cc1[N+](=O)[O-]
assay / entry,14,22,31,34,45
NS3h inh CB,30,185*,5,38,34
Cy5 interf NS3h,0.96,1.7*,0.93,0.44*,0.94

(more compounds)
49) CC(C)OC(NC(=O)c1ccco1)C(Cl)(Cl)Cl (centres undefined)
50) O=C1NC(=O)N(c2ccc(Br)cc2)C(=O)/C1=C/c1ccc(Oc2ccc([N+](=O)[O-])cn2)cc1
51) Cc1ccc(-n2c(C)cc(/C=C3\C(=O)NC(=S)N(c4ccccc4)C3=O)c2C)cc1
52) COc1cccc(C=C2C(=O)NC(=O)NC2=O)c1
53) Cc1cc(C)cc(N2C(=O)NC(=O)/C(=C\c3cc(C)n(C)c3C)C2=O)c1
54) Cc1cc(/C=C2\C(=O)NC(=S)N(c3ccccc3F)C2=O)c(C)n1C
55) O=c1oc2ccccc2c2c1C(c1ccccc1)c1c(c3ccccc3oc1=O)O2
56) Cc1cc(C=C2C(=O)NC(=O)NC2=O)c(C)n1-c1ccc(N(C)C)cc1
assay / entry,49,50,51,52,53,54,55,56
NS3h inh CB,7,16,0,32,24,-6,-4,10
Cy5 interf NS3h,0.95,0.91,0.97,0.98,1.1,1.2,1,1.2

57) O=C(Nc1ccc(Br)cc1C(=O)c1ccccc1)c1ccc(F)cc1
58) Cc1ccc(S(=O)(=O)n2cc(C=C3C(=O)NC(=O)NC3=O)c3ccccc32)cc1
59) O=C1NC(=O)C(=Cc2ccc(-c3ccc(C(=O)O)cc3)o2)C(=O)N1
60) CCOP(=O)(OCC)C(NC(=O)c1ccc(Cl)cc1)C(Cl)(Cl)Cl (centres undefined)
assay / entry,57,58,59,60
NS3h inh CB,-5,16,69*,-12
Cy5 interf NS3h,1,0.7*,0.97,0.95
